# Pf growth 48h: inhibits P. falciparum growth in the first generation, 48 h; P. falciparum luciferase growth in erythrocytes, 48 h; Potency, µM (highest dose often 28.7 µM), inactives show at the highest dose activity change, negative = inhibition, hits mostly inhibitors; 310,000 compounds, 5.9% hits; AID 504832; further: potency means the concentration at half of the fitted maximal effect; on the % scale 0 is the no-effect control and ±100 the full control effect
#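 A one-generation exposure of luciferase-tagged malaria parasites in RPMI 1640/Albumax erythrocyte culture, 37 C and 5% CO2. Inhibition is inferred from decreased luminescence after adding detection reagent.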
# AmpC no deterg: blocks E. coli AmpC beta-lactamase in detergent-free assay | AmpC nitrocefin hydrolysis, absorbance 480 nm, 0.0001% Triton | 330,000 compounds, 0.52% hits | Potency, µM (top dose mostly 57.1 µM), for inactives: top-dose activity change, negative = inhibition, actives largely listed as inhibitors;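 further: potency means the concentration at half of the fitted maximal effect; plate controls were no compound for no effect and no enzyme for full effect; nearly all actives have a fitted effect of over 20% in size; some results filed as inactive show a strong effect at the top dose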
# Target sequence (P00811 whole entry, looked up): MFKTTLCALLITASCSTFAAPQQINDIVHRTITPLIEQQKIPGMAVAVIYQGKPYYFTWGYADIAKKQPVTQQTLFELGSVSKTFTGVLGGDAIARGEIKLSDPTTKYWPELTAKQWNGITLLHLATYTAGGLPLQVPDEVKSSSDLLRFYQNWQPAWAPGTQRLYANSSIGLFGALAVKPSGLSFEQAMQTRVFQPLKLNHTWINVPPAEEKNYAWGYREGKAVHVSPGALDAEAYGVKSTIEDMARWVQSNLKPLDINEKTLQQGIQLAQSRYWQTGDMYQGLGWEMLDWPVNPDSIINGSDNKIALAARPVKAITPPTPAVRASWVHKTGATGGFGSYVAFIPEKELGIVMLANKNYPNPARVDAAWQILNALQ
#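 AmpC (5.3 nM in the dispensed reagent) in 20 mM phosphate pH 7.0 with 0.01% (detergent screen) or 0.0001% Triton X-100 was preincubated with compounds for 15 min at room temperature. Nitrocefin was then added from an 800 uM solution, and hydrolysis was followed at 480 nm.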
# TbPYK inhibitor: inhibitors of Trypanosoma brucei pyruvate kinase; Q57TT1; TbPYK enzyme, Kinase-Glo Plus ATP luminescence, 45 min; Potency, µM (titrated, usually from 76.8 µM), inactives show at the highest dose activity, negative = inhibition, hits mostly inhibitors; 410,000 compounds, 0.12% hits; AID 624173; further: potency means the concentration at half of the fitted maximal effect; on the % scale 0 is the no-effect control and ±100 the full control effect; nearly all actives have a fitted effect of over 50% in size
#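 ADP (130 uM final) triggers the TbPYK reaction after compound addition; incubation is 45 min at room temperature. Kinase-Glo Plus is then added and luminescence imaged. Normalized data are fitted to concentration-effect curves.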
# LmPK inhibitor: LmPK (Leishmania mexicana) enzyme inhibition. Q27686. purified LmPK, Kinase-Glo ATP luminescence, 1 h. Potency, µM (highest dose often 57.5 µM), inactives show top-dose activity change, negative = inhibition, usual class: inhibitors. 290,000 compounds, 0.37% hits. AID 1721; further: potency means the concentration at half of the fitted maximal effect; on the % scale 0 is the no-effect control and ±100 the full control effect
# Target sequence (Q27686 whole entry, looked up): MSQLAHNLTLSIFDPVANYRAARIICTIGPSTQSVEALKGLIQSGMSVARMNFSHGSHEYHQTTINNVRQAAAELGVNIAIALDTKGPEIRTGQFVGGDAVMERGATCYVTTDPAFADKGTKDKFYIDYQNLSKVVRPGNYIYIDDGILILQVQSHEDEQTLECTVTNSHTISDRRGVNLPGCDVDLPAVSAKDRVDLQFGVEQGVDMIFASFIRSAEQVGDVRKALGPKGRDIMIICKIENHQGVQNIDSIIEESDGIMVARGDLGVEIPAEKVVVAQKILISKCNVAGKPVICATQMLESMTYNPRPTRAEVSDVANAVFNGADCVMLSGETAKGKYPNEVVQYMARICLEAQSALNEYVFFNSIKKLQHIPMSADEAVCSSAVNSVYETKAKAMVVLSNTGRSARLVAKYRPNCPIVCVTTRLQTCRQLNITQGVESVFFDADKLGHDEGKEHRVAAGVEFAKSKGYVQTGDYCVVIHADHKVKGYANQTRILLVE
#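 Pyruvate kinase activity monitored as ATP production (luciferase luminescence). Conditions: 0.1 nM enzyme, 0.5 mM PEP, 0.1 mM ADP, 1 h, RT; normalized against uninhibited and no-enzyme wells.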
# CHX counter: affects cycloheximide protein synthesis inhibition readout, counter-screen. max response, %. AID 2314. 300,000 compounds, 12% hits. cell reporter, cycloheximide protein synthesis inhibition counterscreen; in the data active means max response mostly above about 13%, no sharp cut-off; inactive means mostly below about 14%; further: read at 38.3 µM for the half of the compounds with a filed dose; 0% is about no effect
# Shiga inhibitor: Shiga toxin inhibition | Vero cells, Shiga toxin protein synthesis inhibition reporter | inhibition, % at 38.7 µM | 290,000 compounds, 9.2% hits | AID 2315; in the data active means inhibition mostly above about 28%, no sharp cut-off; inactive means mostly below about 43%; further: 0% is about no effect
# Pf growth 96h: inhibits malaria parasite growth, 96 h. AID 504834. Potency, µM (titrated, usually from 28.7 µM), without a hit: at the top dose activity change, negative = inhibition, most hits filed as inhibitors. 320,000 compounds, 6.9% hits. P. falciparum luciferase reporter growth, 96 h; further: potency means the concentration at half of the fitted maximal effect; on the % scale 0 is the no-effect control and ±100 the full control effect
#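 Infected RBCs, 2% Hct / 0.05% parasitemia final; luciferase-reporter P. falciparum; cpd 96 h, 37 C, 5% CO2; luciferase detection reagent; luminescence.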
# Active calls of the source: *; ? = inconclusive; . = no result given; & = joins results of further samples; [ ] = another dose, or the depositor's remark. Unless noted, the call rests on the fitted dose curve; in most records, active means well fitted curve in the direction sought with a large enough effect; inconclusive means small, poorly fitted or top-dose-only effect, or another doubt; inactive means no such curve, though single readings can be large; an effect the other way counts as inactive or inconclusive.
SMILES,Pf growth 48h,AmpC no deterg,TbPYK inhibitor,LmPK inhibitor,CHX counter,Shiga inhibitor,Pf growth 96h
COCc1ccc(C(=O)NCC2(N3CCCCC3)CCCCC2)cc1,-7%,-17%,21%,-6%,-2,-4,23%
CCOc1ccc(C(=O)N/N=C/c2c(C)[nH]c(=O)[nH]c2=O)cc1,5%,-6%,.,1%,8,16,17%
NC(=O)CCc1nc2cc(C(F)(F)F)ccc2n(Cc2ccccc2)c1=O,-5%,27%,-4%,-1%,-4,-8,-7%
CSc1ccc(Cl)c(C(=O)OCC(=O)N2CC(C)OC(C)C2)c1 (stereo not given),-12%,-2%,-6%,-2%,-3,-34,.
CC(C)C(=O)NC(=S)Nc1ccccc1N1CCN(C(=O)c2ccccc2)CC1,?,-22%,1%,4%,2,-8,2%[5.75 µM]
CN(C)c1ccc(NC(=O)C(=O)C2C(=O)Nc3ccccc32)cc1 (stereo not given),51%[activator],-6%,-9%,-8%,0,10,50%[activator]
O=C(NC1=NCCS1)c1ccc(Cl)c(S(=O)(=O)N2CCc3ccccc32)c1,?,-35%,0%,7%,-2,11,?
C/C(N)=C(/C#N)C(=O)CSc1nnc(Nc2c(C)cccc2C)s1,?,-16%,-10%&-17%,3%,-1,40,12µM*
Cc1cc(N/N=C/c2ccccc2O)nc(-c2ccccc2O)n1,?,-18%,-4%,1%,25*,46*,26%
Cc1cc(Br)c(NC(=O)c2c(-c3c(Cl)cccc3Cl)noc2C)c(Br)c1,10µM*,-19%,-13%,3%,1,-2,5.9µM*
Cc1ccc(NC(=O)CSc2nc3nc(C)c(Br)cc3[nH]2)cc1F,14%,-54%,2%,12%,3,-5,15%
C[C@@](Cc1ccc(O)c(O)c1)(NN)C(=O)O,3%&-3%,-5%,?,1%,-1&12,-12&0,-19%&-11%
CN1/C(=C\C=C2/SC(=S)NC2=O)C(C)(C)c2ccccc21,?,-47%,-8%,?,-3,-1,?
COC(=O)c1sccc1NC(=O)Cc1ccc(Br)cc1,-4%,15%,-5%,-8%,26*,32*,31%[activator]
CC(C)Oc1c(N2CCOCC2)c(=O)c1=O,4%,0%,4%,5%,-1,-17,11%
O/N=C\c1ccccc1Oc1ccc(F)cc1,17%,-9%,13%,1%,-3,27,0%
Cc1c(NC(=O)Cc2cccs2)cccc1[N+](=O)[O-],17%,-18%,6%,-1%,6,10,51%[5.75 µM]
O=S(=O)(Nc1nc2ccccc2nc1NCc1ccco1)c1ccccc1,12%,-28%,3%,10%,-1,-12,.
Cc1cc(OCC(=O)NCCN2CCOCC2)ccc1Br,-5%,-12%,0%,3%,2,-6,.
CCOC(=O)c1c(NC(=O)c2ccc(Br)o2)sc(C)c1CC,25%,-30%,-1%,-4%,-2,34,163%[activator]
O=C(NCCCN1CCOCC1)c1c(F)cccc1F,12%,-12%,6%,1%,-2,-12,46%[activator]
CC1CCC(NC(=O)CSc2nncs2)CC1 (stereo not given),?,-10%,3%,.,.,.,38%[activator]
Cc1cccc(C)c1OCC(=O)N/N=C/C=C/c1ccco1,0%,-13%,3%,1%,12,13,0%
CC1CN(CC(=O)NC(C)c2ccccc2)CC(C)O1 (stereo not given),1%,1%,-3%,-2%,-1,-5,163%[activator]
COc1cc(OC)c(C(=O)Nc2ccc(N(C)C)cc2)cc1OC,21%,.,?,?,41*,78*,.
Cc1ccc(C2=NCC(=O)Nc3ccc(Br)cc32)cc1,7%,-16%,2%,3%,1,.,200%[activator]
FC(F)(F)c1cccc(Oc2ccc3c(C(F)(F)F)cc(C(F)(F)F)nc3n2)c1,6%,-7%,-18%,-3%,1,-12,73%[activator]
Cc1c(C(=O)Oc2cc(N)n(S(C)(=O)=O)n2)cccc1[N+](=O)[O-],2%,-23%,-6%,-11%,-3,-7,?
CS(=O)(=O)N(CCc1ccccc1)CC(=O)N1CCN(c2ccccc2)CC1,-5%,42%,-2%,-2%,-2,-7,.
COCCCNc1nc2ccccc2nc1NS(=O)(=O)c1ccc(C)c(C)c1,-1%,-12%,4%,6%,-3,4,5%

# Exported with values under each structure: 5 of the compounds above.
# Each structure is followed by: Pf growth 48h	AmpC no deterg	TbPYK inhibitor	LmPK inhibitor	CHX counter	Shiga inhibitor	Pf growth 96h
> Cc1cccc(C)c1OCC(=O)N/N=C/C=C/c1ccco1
    0%	-13%	3%	1%	12	13	0%
> CC1CN(CC(=O)NC(C)c2ccccc2)CC(C)O1 (stereo not given)
    1%	1%	-3%	-2%	-1	-5	163%[activator]
> COc1cc(OC)c(C(=O)Nc2ccc(N(C)C)cc2)cc1OC
    21%	.	?	?	41*	78*	.
> Cc1ccc(C2=NCC(=O)Nc3ccc(Br)cc32)cc1
    7%	-16%	2%	3%	1	.	200%[activator]
> FC(F)(F)c1cccc(Oc2ccc3c(C(F)(F)F)cc(C(F)(F)F)nc3n2)c1
    6%	-7%	-18%	-3%	1	-12	73%[activator]

# Continued:
SMILES,Pf growth 48h,AmpC no deterg,TbPYK inhibitor,LmPK inhibitor,CHX counter,Shiga inhibitor,Pf growth 96h
CCOc1ccc(S(=O)(=O)NCc2cccnc2)cc1NC(=O)c1ccccc1F,17%,-16%,6%,0%,-1,-2,?
Cc1ccc(O)c(-c2cc(C(=O)NCc3ccncc3)[nH]n2)c1,2.9µM*,-9%,0%,-1%,0,13,4.1µM*
CCOC(=O)C1C(=O)CC(C)(O)C(C(=O)OCC)C1c1ccc(C)s1 (stereo not given),41%[activator],18%,1%,-3%,4,-18,.
COC(=O)C(Cc1ccccc1)NC(=O)CCNC(=O)c1ccco1 (stereo not given),12%,-6%,-2%,4%,-8,-6,13%
CCn1nc(NC(=O)COC)c2cc3cc(C)ccc3nc21,1%[0.00184 µM],-10%,-4%,2%,-2,-4,124%[activator]
Cc1ccc(N(Cc2ccc([N+](=O)[O-])cc2)C(=O)c2ccco2)cc1C,-8%,-6%,2%,0%,-2,-5,-100%
O=C(N/N=C/c1cc([N+](=O)[O-])ccc1O)c1ccncc1,8.3µM*,-6%,4%,-10%,-2,-6,?
CN(CC(=O)Nc1cccnc1)S(=O)(=O)c1ccccc1,15%,-20%,-2%,-3%,-2,40,.
CC(=O)c1sc(NC(=O)C=C(C)C)nc1C,101%[activator],-29%,-3%,?,44*,66*,.
O=C(CCC(=O)OCC(F)(F)C(F)F)NCc1ccccc1,32%[activator],-5%,5%,3%,-1,-3,.
O=C(Cc1ccc(Br)cc1)Nc1ccc(Cl)cc1,?,-40%,-12%,3%,25*,24,-80%
COc1ccccc1C(=O)Nc1ccc(S(=O)(=O)N2CCc3ccccc32)cc1,.,-28%,13%,2%,17,34,?
CCCCOC(=O)CSc1nnc(-c2cc(OC)c(OC)c(OC)c2)o1,?,56%,1%,3%,-3,-6,?
Cn1c(=O)[nH]c(=O)c2c1nc(N1CCCC1)n2CCCSc1nnnn1-c1ccccc1,?,-20%,-2%,1%,-4,-11,6.6µM*
CN(C)c1ccc(/C=C/C(=O)c2ccccc2O)cc1,448%[activator],-43%,-12%,-1%[11.5 µM],40*,113,0%
Cn1c(=O)c2c(SCC(=O)NC3CCCC3)nc(CC(C)(C)C)nc2n(C)c1=O,?,-35%,-8%,-3%,-3,-1,13µM*
O=C(Nc1ccc(Br)cn1)c1ccc(Br)s1,144%[activator],-28%,1%,-3%,62*,108*,245%[activator]
CCCNC(=O)NC(=O)COc1c(F)c(F)cc(F)c1F,45%[activator],-14%,0%,-6%,-2,31,0%
COCCCn1c(SCC(=O)Nc2ccc(C)cc2)nc2ccccc2c1=O,25%,17%,5%,9%,13,56*,25%
Cc1ccc(CNC(=O)CCS(=O)(=O)c2ccc3c(c2)oc(=O)n3C)cc1,-26%,-7%,5%,-3%,-2,-3,-30%
Fc1cccc(Cl)c1CSC1=NCCS1,60%[activator],-22%,-2%,2%,35*,62*,37%[activator]
C[C@@H]1CC=C[C@H]2[C@H]1C(=O)N(Cc1ccccc1)[C@H]2c1ccc(-c2ccc(N(C)C)cc2)cc1F,?,0%,-5%,0%,-1,2,?
O=C(Nc1cc(F)cc(F)c1)c1ccc(NCCc2ccccc2)c([N+](=O)[O-])c1,13%,-17%,-12%,0%,5,12,?
Cc1ccc(N(CC(=O)NN=C2CCN(C)CC2)S(=O)(=O)c2ccccc2)c(C)c1,-7%,-26%,-6%,0%,0,9,44%[activator]
CCc1ccc(NS(=O)(=O)c2ccc3c(c2)oc(=O)n3C)cc1,4%[0.00184 µM],-30%,0%,6%,-4,-2,2%
COc1ccccc1C(=O)Oc1ccc2c(c1)O/C(=C\c1ccncc1)C2=O,-13%,-30%,-6%,-13%,8,-3,-13%
Cc1nc2c(ccc3nc(NC(=O)c4ccc(S(=O)(=O)N(C)C)cc4)sc32)s1,-16%,-1%,5%,5%,2,2,?
CCOC(=O)c1[nH]c2c(c1-c1ccc(OC)cc1)C(=O)CC(c1ccc(OC)c(OC)c1)C2 (stereo not given),?,145%[activator],-2%,-1%,-1,11,8.3µM*
COC(=O)c1ccc2nc(NC(=O)C(C)C)sc2c1,193%[activator],-20%,-4%,2%[11.5 µM],52*,98*,204%[activator]
O=[N+]([O-])c1ccc(SCCc2ccccn2)cc1,19%,-14%,-19%,-9%,21*,50*,17%
CC(NC(=O)c1ccc(C23CC4CC(CC(C4)C2)C3)cc1)C(=O)O (stereo not given),-18%,-23%,5%,9%,13,-5,?
O=c1cc(-c2ccccc2)c2cc(Cl)ccc2[nH]1,7%[0.00184 µM],-13%,-5%,0%,-6,-10,15%
CC1CCCN(C(C(=O)NC2CCCCC2)c2cc3c(cc2[N+](=O)[O-])OCO3)C1 (stereo not given),?,-33%,-1%,3%,53*,108*,1%
CC1CCN(c2nncc3ccccc23)CC1,?,-4%,6%,-1%,-2,22,6.6µM*
Cc1ccc(CC(NC(=O)c2ccccc2)C(=O)NC(CC(C)C)C(=O)O)cc1 (stereo not given),24%,-19%,2%,1%,3,-10,?
COCCNC(=O)CCCn1c(=O)c2cc(OC)c(OC)cc2n(CC(=O)Nc2ccc(F)cc2)c1=O,-3%,-21%,1%&-2%,-5%,-6,20,?
O=[N+]([O-])c1cccc(-c2ccc(CN3CCN(c4ccccc4)CC3)o2)c1,56%[activator],-6%,-2%,0%,-2,.,-1%
Cc1ccc2nc(Nc3ccc(Cl)cc3)c3nncn3c2c1,?,39%,6%,2%,-3,3,12%
Cc1c(C(=O)OCC(=O)N2C(C)CCCC2C)oc2ccccc12 (stereo not given),194%[activator],44%,-8%,1%,50*,96*,91%[activator]
CC(=O)c1ccc([N+](=O)[O-])c(CS(=O)(=O)c2ccccc2)c1,5%,-13%,4%,-1%,-2,12,20%
O=C1C(Cc2ccccc2)Nc2ncnc(N3CCc4ccccc4C3)c2N1Cc1ccc(Cl)cc1 (stereo not given),15µM*,-14%,-3%,.,.,.,6.6µM*
Cc1cc(N/C=C/C(=O)c2ccccc2)ccc1Br,224%[activator],-21%,-3%,-9%,37*,56*,?
CCN(CC)S(=O)(=O)c1cccc(NC(=O)COC(=O)CCC(=O)c2cccs2)c1,19%,-8%[11.4 µM],1%,2%,0,22,?
